# Source: PubChem (several laboratories)
# PRMT1 inh: PRMT1 methyltransferase inhibitors, primary screen, biochemical, fluorescence polarization | recombinant PRMT1, activity-based probe fluorescence polarization | inhibition, % at 2.79 µM | hit rate 1.3% among 370,000;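 active = inhibition above about 21% made by adding two undisclosed values, limit read from the data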
# mABHD4 FP: ABHD4 inhibitors, primary screen, biochemical, fluorescence polarization, mouse; inhibition, % at 8.92 µM; purified mABHD4, FP-Rh probe fluorescence polarization; hit rate 0.54% among 370,000; AID 720543, 2013; (Lyso)-N-acylphosphatidylethanolamine lipase (Mus musculus), Q8VD66;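 active = inhibition exceeding the mean over every tested compound plus 3 SD, cut at about 30% in these data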;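 note: 0% = plate median of compound wells and 100% = S159A mutant with DMSO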
# Target sequence (Q8VD66 whole entry, looked up): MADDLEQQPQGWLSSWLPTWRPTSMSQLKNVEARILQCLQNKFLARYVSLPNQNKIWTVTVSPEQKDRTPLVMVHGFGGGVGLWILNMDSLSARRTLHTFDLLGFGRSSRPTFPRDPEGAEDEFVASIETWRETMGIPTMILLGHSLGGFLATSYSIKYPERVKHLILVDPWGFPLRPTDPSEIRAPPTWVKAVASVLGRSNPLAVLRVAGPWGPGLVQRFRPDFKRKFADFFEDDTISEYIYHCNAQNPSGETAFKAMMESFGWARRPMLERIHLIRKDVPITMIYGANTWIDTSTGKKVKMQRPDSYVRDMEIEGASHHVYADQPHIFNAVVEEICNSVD
#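 assay system = mABHD4 protein | compound dosing = single nominal dose of 8.92 µM, 0.89% DMSO final | read-out basis = percent inhibition of probe binding, normalized to plate controls | schedule = Enzyme–compound pre-incubation 45 min, then probe 60 min, both 25 °C | detection = fluorescence polarization, excitation 525 nm, emission 598 nm, BODIPY TMR filters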
# TCR CD3 inh: inhibitors of human TCR-CD3 interaction, primary screen, biochemical, fluorescence, TAMRA-labeled TCR probe; T-cell receptor (TCR); inhibition, % at 9.4 µM; hit rate 0.37% among 360,000; AID 651800, 2012; in the data active = inhibition above about 19%;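 note: recombinant mutant TCR 2C K166C tagged with TAMRA read by polarization; 0% = receptor in buffer alone and 100% = receptor with positive control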
# MBD2 inh: inhibitors of MBD2 binding to methylated DNA, primary screen, biochemical, TR-FRET, DNA-binding domain, human; AID 686964, 2013; hit rate 0.31% among 370,000; MBD2 binding to methylated oligonucleotide; inhibition, % at 4.4 µM; Methyl-CpG-binding domain protein 2 (Homo sapiens), Q9UBB5; in the data active = inhibition above about 13%
# HTRA1 inhibitor: HTRA1 serine protease inhibitors, primary screen, biochemical, fluorescence polarization, HTS; Q92743; recombinant HTRA1, FP-rhodamine activity-based probe; inhibition, % at 5.96 µM; hit rate 0.5% among 340,000; AID 504803, 2011; in the data active = inhibition above about 36%;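 note: 0% = enzyme with DMSO and 100% = wells lacking enzyme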
# Target sequence (Q92743 whole entry, looked up): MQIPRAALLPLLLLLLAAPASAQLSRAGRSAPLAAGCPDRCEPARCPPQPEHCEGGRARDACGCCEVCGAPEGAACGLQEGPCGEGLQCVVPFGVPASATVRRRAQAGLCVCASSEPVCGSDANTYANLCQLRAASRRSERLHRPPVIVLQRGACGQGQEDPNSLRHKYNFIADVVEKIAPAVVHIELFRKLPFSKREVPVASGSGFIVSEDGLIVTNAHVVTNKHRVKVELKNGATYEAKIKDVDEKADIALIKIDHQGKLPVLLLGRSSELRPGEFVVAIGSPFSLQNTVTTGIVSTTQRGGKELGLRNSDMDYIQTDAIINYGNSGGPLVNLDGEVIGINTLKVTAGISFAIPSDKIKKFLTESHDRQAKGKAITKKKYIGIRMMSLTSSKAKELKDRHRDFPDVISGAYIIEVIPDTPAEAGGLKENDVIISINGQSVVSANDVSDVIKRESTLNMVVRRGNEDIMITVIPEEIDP
# UHRF1 binding: UHRF1 methylated DNA binding inhibitors, primary screen, counter-screen for MBD2 inhibitor project, biochemical, TR-FRET, human UHRF1, single concentration | E3 ubiquitin-protein ligase UHRF1 (Homo sapiens), Q96T88 | UHRF1 binding to methylated oligo | inhibition, % at 4.4 µM | hit rate 0.75% among 370,000; in the data active = inhibition above about 21%;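 note: UHRF1 SRA domain binding a hemimethylated CpG hairpin DNA probe; 0% = median of test compound wells and 100% = reference inhibitor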
# NPR1 activator: GC-A stimulated cGMP production enhancers – HEK293 GC-A cells, cGMP TR-FRET, EC30 ANP, primary screen. activation, % at 10 µM. 0% at EC30 ANP, 100% saturating ANP. hit rate 0.14% among 370,000. Atrial natriuretic peptide receptor 1 (Homo sapiens), P16066; in the data active = activation above about 40%
# GC-B act: human GC-B receptor activators, primary screen, HEK293 GC-B cells, cGMP TR-FRET, EC30 CNP; activation, % at 10 µM; hit rate 0.11% among 370,000; 0% at EC30 CNP, 100% saturating CNP; Atrial natriuretic peptide receptor 2 (Homo sapiens), P20594;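 active = activation at 10 µM reaching about 35% in either raw or pattern-adjusted values, limit read from the data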
# SIAE inh: human SIAE inhibitors, primary screen, biochemical, fluorescence polarization, FP-Rh probe, 1536-well HTS; hit rate 0.69% among 370,000; inhibition, % at 9.66 µM; AID 1053197, 2014; SIAE FP-Rh probe binding;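 active = inhibition above a cutoff: mean of compounds within the control limits plus 3 SD of those, cut at about 17% in these data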;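 note: 0% = plate median of compound wells and 100% = probe without SIAE protein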
# rCAG RNA binder: binders of r(CAG) RNA repeats, primary screen, biochemical, fluorescence; r(CAG) RNA repeat, TO-PRO-1 dye displacement fluorescence; inhibition, % at 3 µM; hit rate 1.3% among 370,000; AID 651821, 2012;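 active = inhibition above the plate cutoff, the mean of all test compounds on that plate plus 3 SD, cut at about 35% in these data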;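 note: 0% = DMSO alone and 100% = 100 µM mitoxantrone as full dye displacement; higher means more dye released from RNA so lower well fluorescence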
# Active calls of the source: *; . = no result given.
SMILES,PRMT1 inh,mABHD4 FP,TCR CD3 inh,MBD2 inh,HTRA1 inhibitor,UHRF1 binding,NPR1 activator,GC-B act,SIAE inh,rCAG RNA binder
Cc1cc(-c2nnc(SCC(=O)Nc3cccc4ccccc34)n2N)n[nH]1,6,0,.,6,.,1,5,-9,9,5
CCCCn1c(=O)[nH]c(=O)c2c1nc(-c1ccccc1F)n2Cc1ccccc1OC,1,-13,-7,7,-16,2,-13,-8,-8,-6
Cc1ccc(-c2noc(C3CCCN(S(=O)(=O)c4ccc(S(=O)(=O)N(C)C)cc4)C3)n2)o1 (centres undefined),-1,-2,0,2,1,-3,3,0,-10,-4
Cc1cc(S(=O)(=O)Nc2ncnc3sccc23)ccc1F,0,3,5,-4,4,1,-2,-3,0,5
CN1CCN(C(=O)c2ccc(CN3CCOCC3)cc2)CC1,1,-1,-4,-2,-4,1,1,2,6,-4
O=C(Oc1ccc([N+](=O)[O-])cc1)C1CC(=O)N(c2ccc3c(c2)OCCO3)C1 (centres undefined),-3,-6,-3,2,-1,8,1,-1,3,5
Nc1cccc2c1C(=O)N(C(=O)c1ccc(S(=O)(=O)N3CCCCCC3)cc1)C2=O,-2,1,7,-1,-4,0,3,0,-1,1
CCN1CCCC1CNS(=O)(=O)c1ccc(F)c(Cl)c1 (centres undefined),1,4,4,1,-3,5,2,13,-11,1
CC1=C(C(=O)Nc2cc(C(=O)NCc3ccccc3)ccc2C)SCCO1,-3,-1,-5,-5,3,1,-1,6,6,2
COc1ccc(CCN2C(=O)c3[nH]nc(-c4ccccc4O)c3C2c2ccccc2)cc1OC (centres undefined),-2,5,-1,1,-31,0,-36,-14,-4,3
CC12CCC(C(S(=O)(=O)Nc3ccccc3)C1=O)C2(C)C (centres undefined),0,-4,-1,-1,2,-2,3,1,-3,4
CCCc1ccc(-c2ccc(/C=C/C(=O)O)cc2)nc1,1,-13,2,1,2,-2,2,-6,-2,6
CCC(=O)NC(NC(=O)CC)C(Cl)Cl,1,2,1,-7,7,2,-1,3,4,-1
CN(CC(=O)Nc1ccc(Cl)cc1)C1CCCCC1,-3,-6,7,2,-1,2,1,0,3,0
Cc1ccc(S(=O)(=O)N2CCC(C(=O)N[C@@H](C)C(=O)NC3CCCCC3)CC2)cc1,1,-4,8,0,-2,1,5,2,-2,-2
COc1ccc(-c2cc(C(F)(F)F)nc(S(=O)(=O)CCC(=O)N3CCOCC3)n2)cc1,6,0,-7,-1,1,5,34,9,1,0
COC(=O)c1ccc2c(C3(c4c[nH]c5ccccc45)CCN(C(=O)OC(C)(C)C)CC3)c[nH]c2c1,3,-44,.,8,.,4,-1,-1,-11,17
CC(=O)Nc1ccc(C(=O)OCC(=O)/C(C#N)=C(\C)N)cc1,-1,0,7,-2,2,-2,-3,-2,7,1
COc1ccc(Nc2ccncc2[N+](=O)[O-])cc1,-8,-1,-2,2,1,-4,5,5,1,-4
CCN(C(=O)COC(=O)c1cc(C)oc1C)c1c(N)n(Cc2ccccc2)c(=O)[nH]c1=O,-8,-5,0,0,3,0,3,5,-2,-1
COC(=O)[C@@]12CCCN1[C@H](c1ccc(-c3ccc(OC)cc3)c(OC)c1)[C@@H]1C(=O)N(C)C(=O)[C@@H]12,2,-16,-5,3,-10,4,-3,-4,-6,12
CC(C)NS(=O)(=O)c1ccc(OCC(=O)Nc2ccc3c(c2)OCO3)c(Cl)c1,-1,-5,4,-6,-12,-5,1,-7,6,-3
CC(C)(C)N(NC(=O)Nc1ccc(F)cc1)C(=O)c1ccccc1,-2,-4,2,3,-2,2,-1,4,4,0
O=C(Cc1cccc(C(F)(F)F)c1)NCc1cccc(Cl)c1,-1,-3,2,1,-9,0,-1,3,6,0
CCOC(=O)c1c(-c2ccc(F)cc2)csc1NC(=O)CN1C(=O)NC2(CCCCC2C)C1=O (centres undefined),0,-10,-3,-4,-24,-3,2,13,-8,1
O=C1c2[nH]nc(-c3ccccc3O)c2C(c2ccc(F)cc2)N1CC1CCCO1 (centres undefined),6,-8,-4,8,3,5,-5,-4,-2,5
COc1ccc(CN2CCN(C(=O)C3CCC(CNS(=O)(=O)c4ccccc4)CC3)CC2)c(OC)c1OC (centres undefined),13,-12,-9,5,-5,19,3,1,-1,-4
O=C(NN=Cc1cccc2ccccc12)C(=O)NN=Cc1cccc2ccccc12,0,-1,8,1,5,1,-6,-3,0,1
N/C(=N\OC(=O)c1cccc(F)c1)c1ccccn1,0,1,2,-6,11,-3,3,1,3,-2
COCCn1c(=O)[nH]c2cc(C(=O)Nc3cc(OC)c(OC)c(OC)c3)ccc2c1=O,1,-4,1,1,1,0,3,-7,2,0

# Among those listed so far, these contain a Cl atom.
SMILES,PRMT1 inh,mABHD4 FP,TCR CD3 inh,MBD2 inh,HTRA1 inhibitor,UHRF1 binding,NPR1 activator,GC-B act,SIAE inh,rCAG RNA binder
CCN1CCCC1CNS(=O)(=O)c1ccc(F)c(Cl)c1 (centres undefined),1,4,4,1,-3,5,2,13,-11,1
CCC(=O)NC(NC(=O)CC)C(Cl)Cl,1,2,1,-7,7,2,-1,3,4,-1
CN(CC(=O)Nc1ccc(Cl)cc1)C1CCCCC1,-3,-6,7,2,-1,2,1,0,3,0
CC(C)NS(=O)(=O)c1ccc(OCC(=O)Nc2ccc3c(c2)OCO3)c(Cl)c1,-1,-5,4,-6,-12,-5,1,-7,6,-3
O=C(Cc1cccc(C(F)(F)F)c1)NCc1cccc(Cl)c1,-1,-3,2,1,-9,0,-1,3,6,0

# Other records:
SMILES,PRMT1 inh,mABHD4 FP,TCR CD3 inh,MBD2 inh,HTRA1 inhibitor,UHRF1 binding,NPR1 activator,GC-B act,SIAE inh,rCAG RNA binder
O=C(CSc1ccccn1)N1CCN(c2cccc(Cl)c2)CC1,47*,10,1,-1,6,2,-4,7,0,4
O=c1c(O)c(-c2ccc3c(c2)OCO3)oc2ccccc12,1,6,-6,0,11,1,20,-2,-7,3
CCN(/C=N/c1sc2c(c1C#N)CCCCC2)CC,-1,32*,1,0,0,-1,5,-4,2,-5
COC(=O)c1cc(Br)c(=O)n(-c2cccc(F)c2)c1,0,0,-1,-5,-1,-1,5,6,2,2
O=C1CCC[C@H]2C[C@H](NCCc3ccncc3)CC[C@]23CCCN13,0,10,.,1,.,-3,-1,-4,4,.
COc1ccc(Cl)c(S(=O)(=O)N2CCCC2)c1,7,0,-4,5,4,2,0,-1,-5,-3
Cc1ccc(-c2c(NC(=O)C3CC3)nc3ncccn23)cc1,-2,2,.,-2,.,-3,1,0,-1,1
O=C(CCCN1C(=O)/C(=C/c2ccccc2Cl)SC1=S)NNC(=O)c1ccc(Cl)cc1,0,1,0,-1,7,-1,-7,-1,12,1
CSc1ccc(OC2CCN(Cc3ccccc3)CC2)cc1,0,2,-3,-2,-5,1,1,-3,2,-9
O=c1cc(-c2ccccc2)c2cc(Cl)c(O)c(CN3CCOCC3)c2o1,1,1,-4,0,-1,-3,3,-5,-4,6
Cc1c(C(=O)Nc2cc(S(=O)(=O)N3CCOCC3)ccc2N2CCOCC2)oc2ccccc12,-1,3,-2,0,-4,0,1,-1,-6,1
Cc1cc(NC(=O)c2ccc(COc3ccccc3Cl)o2)no1,1,3,6,-7,-5,2,5,1,2,0
CC(C)c1cccc(C(C)C)c1NC(=O)CN1C(=O)NC2(CCCC2)C1=O,-2,4,3,-1,6,0,2,4,-4,0
O=C1/C(=C\c2ccc(Cl)c(Cl)c2)CN(C(=O)CCN2CCOCC2)C/C1=C/c1ccc(Cl)c(Cl)c1,6,7,2,-3,-29,-3,-11,21,-13,6
CCCCNc1nc(N(C)c2ccccc2)nc(-n2ccnc2)n1,-2,-5,-3,-2,-41,3,9,6,-6,-3

# Rewritten with values under each structure: part of the list above
# Sequence of screens – PRMT1 inh | mABHD4 FP | TCR CD3 inh | MBD2 inh | HTRA1 inhibitor | UHRF1 binding | NPR1 activator | GC-B act | SIAE inh | rCAG RNA binder
> O=C1/C(=C\c2ccc(Cl)c(Cl)c2)CN(C(=O)CCN2CCOCC2)C/C1=C/c1ccc(Cl)c(Cl)c1
  6 | 7 | 2 | -3 | -29 | -3 | -11 | 21 | -13 | 6
> CCCCNc1nc(N(C)c2ccccc2)nc(-n2ccnc2)n1
  -2 | -5 | -3 | -2 | -41 | 3 | 9 | 6 | -6 | -3

# Later entries:
SMILES,PRMT1 inh,mABHD4 FP,TCR CD3 inh,MBD2 inh,HTRA1 inhibitor,UHRF1 binding,NPR1 activator,GC-B act,SIAE inh,rCAG RNA binder
CC12CCC(C(=O)NNc3ccccc3)(C(=O)C1=O)C2(C)C (centres undefined),0,-8,-4,-7,-1,-2,-6,2,14,1
COc1cccc(-c2nc(CS(=O)(=O)CC(=O)NCCCN3CCc4ccccc4C3)c(C)o2)c1,1,1,-1,3,3,-2,5,2,0,-1
Cc1cc(NS(=O)(=O)c2ccc(NC(=O)Nc3ccccc3)cc2)no1,-2,-6,5,-6,-2,-2,4,-13,7,11
O=C(NC(=S)NNS(=O)(=O)c1ccccc1)c1ccc([N+](=O)[O-])cc1,9,6,-4,-4,3,-1,-1,0,2,4
Nc1cccc(NC(=O)c2cccs2)c1,-1,5,9,0,1,-3,0,3,5,2
Cc1ccc(S(=O)(=O)N2C3CCCCC3O[C@H]2CC(=O)OCc2ccccc2)cc1 (some centres undefined),1,1,0,4,.,3,2,-4,-5,-1
O=C(CSc1nc(Nc2ccccc2)nc(N2CCOCC2)n1)NC1CCCCC1,0,-1,-2,-7,3,-3,2,-2,4,2
C/C(CS(=O)(=O)c1ccccc1)=N\O,-1,1,3,1,2,1,2,5,5,-2
COc1cccc(NC(=O)C(=O)N2CCOCC2)c1,4,5,-6,2,4,-1,5,-7,0,-1

# Marked active in PRMT1 inh, of those listed so far:
molecule | PRMT1 inh | TCR CD3 inh | MBD2 inh | HTRA1 inhibitor | NPR1 activator | GC-B act | SIAE inh
O=C(CSc1ccccn1)N1CCN(c2cccc(Cl)c2)CC1 | 47* | 1 | -1 | 6 | -4 | 7 | 0

# Whole records as entered above:
# `C/C(CS(=O)(=O)c1ccccc1)=N\O` is entered as PRMT1 inh: -1; mABHD4 FP: 1; TCR CD3 inh: 3; MBD2 inh: 1; HTRA1 inhibitor: 2; UHRF1 binding: 1; NPR1 activator: 2; GC-B act: 5; SIAE inh: 5; rCAG RNA binder: -2
# `CC12CCC(C(=O)NNc3ccccc3)(C(=O)C1=O)C2(C)C` (centres undefined) is entered as PRMT1 inh: 0; mABHD4 FP: -8; TCR CD3 inh: -4; MBD2 inh: -7; HTRA1 inhibitor: -1; UHRF1 binding: -2; NPR1 activator: -6; GC-B act: 2; SIAE inh: 14; rCAG RNA binder: 1

# Some of the compounds tested; the hit share may differ from the screen's.
